Assay outcomes: PubChem BioAssay, National Center for Advancing Translational Sciences (NCATS)
Gal4-VP16 FLuc – VP16 counterscreen qHTS for inhibitors of ROR gamma transcriptional activity; Drosophila S2 Gal4-VP16 UAS-luciferase, luminescence, 20 h; Potency, µM (series often up to 53.6 µM), for inactives: at the highest dose activity, negative = inhibition, actives largely listed as inhibitors; 310,000 tested, 3.5% active; AID 2546, 2010;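 further: Gal4-VP16 expression switched on by copper sulfate through the metallothionein promoter; potency means the concentration at half of the fitted maximal effect; on the % scale 0 is the no-effect control and ±100 the full control effect; nearly all actives have a fitted effect of over 50% in size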
Menin MLL FP TR – qHTS Assay for Inhibitors Targeting the Menin-MLL Interaction in MLL Related Leukemias: Competition With Texas Red Labeled MLL-derived Mutant Peptide | O00255 | Menin + Texas Red MLL mutant peptide, fluorescence polarization | Potency, µM (top dose mostly 61.6 µM), for inactives: at the highest dose FP activity change, negative = inhibition, hits mostly inhibitors | 270,000 tested, 0.23% active | AID 1768, 2009; active means well fitted inhibition curve with a large enough effect in the polarisation, with a control signal flat, not every such curve was filed as active; inconclusive means small, poorly fitted or top-dose-only effect, or effect the other way, or a change in a side signal; inactive means no such curve, though single readings can be large or run the other way; the % refers to the polarisation; further: potency means the concentration at half of the fitted maximal effect; % of control where 0% means no effect; many of its hits are not listed in these tables
PKM2 activator – qHTS Assay for Activators of Human Muscle isoform 2 Pyruvate Kinase; Pyruvate kinase PKM (Homo sapiens), P14618; AID 1631, 2009; purified PKM2, Kinase-Glo ATP luminescence, activation; response scale: 0% is enzyme alone, no compound; 260,000 tested, 0.34% active; Potency, µM (doses to about 57.5 µM), for inactives: at the highest dose activation, usual class: activators; further: potency means the concentration at half of the fitted maximal effect; on the % scale 0 is the no-effect control and ±100 the full control effect; nearly all actives have a fitted effect of over 55% in size
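Purified hPK-M2 (>95%) run at intermediate activity with 0.1 mM ADP and 0.5 mM PEP in 50 mM imidazole pH 7.2, KCl, MgCl2; 1 h room temperature. ATP formed read by Kinase-Glo luminescence; normalized to uninhibited and no-enzyme controls.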
Rab9 prom act – qHTS Assay for Rab9 Promoter Activators; Huh7 Rab9 promoter-luciferase reporter, luminescence, 24 h; Potency, µM (top dose mostly 9.22 µM), for the others: top-dose activation, negative = inhibition, actives largely listed as activators; AID 485297, 2010; 320,000 tested, 2.8% active; further: potency means the concentration at half of the fitted maximal effect; % of control where 0% means no effect; nearly all actives have a fitted effect of over 60% in size
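Huh7 reporter line, Rab9 promoter upstream of luciferase. Compound exposure 24 h at 37 °C in reduced-serum medium with 10% FBS. Read-out: luminescence.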
KCNH2 3.1 block – qHTS for Inhibitors of KCHN2 3.1: Mutant qHTS; 340,000 tested, 0.95% active; U2OS KCNH2 3.1, thallium flux FluxOr; stronger effect = lower value; activity change, % (tested at about 1.8 µM); AID 720553, 2013;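 active means maximum activity change below -70%; inconclusive means maximum activity change from -70% to -50%; inactive means maximum activity change above -50%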;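 further: thallium influx rate constant from kinetic fluorescence after stimulation buffer; on the % scale 0 is the no-effect control and ±100 the full control effect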
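Thallium flux via FluxOr fluorescence (Red40 quencher, 45 min loading) in U2OS cells virally expressing the KCNH2 3.1 isoform (1.77 x 10^8 /mL virus, overnight at 37 C). Rate constants from 2-min kinetic reads post-stimulation, normalised to positive and negative controls.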
NPC1 promoter act – qHTS Assay for NPC1 Promoter Activators. Huh7 NPC1 promoter luciferase reporter, 24 h. Potency, µM (series often up to 9.22 µM), for inactives: at the top dose activation, actives largely listed as activators. 320,000 tested, 2.4% active;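 further: potency means the concentration at half of the fitted maximal effect; % of control where 0% means no effect; nearly all actives have a fitted effect of over 60% in size; reporter is driven by a mutant NPC1 promoter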
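Huh7 reporter cells (NPC1 promoter driving luciferase) are dosed with compound for 24 h at 37 °C, 5% CO2; luciferase detection reagent is then added and luminescence measured after 10 min at ambient temperature.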
MBNL1 CUG block – qHTS Assay for Inhibitors of MBNL1-poly(CUG) RNA binding; Muscleblind-like protein 1 (Homo sapiens), Q9NR56; TR-FRET MBNL1-His/biotin-(CUG)12 binding, 665/545 ratio; Potency, µM (doses to about 57.5 µM), for inactives: at the highest dose activity change, negative = inhibition, most hits filed as inhibitors; 280,000 tested, 0.036% active; AID 2675, 2010; active means well fitted inhibition curve with a large enough effect in the signal ratio, with a control signal flat, not every such curve was filed as active; inconclusive means small, poorly fitted or top-dose-only effect, or effect the other way, or a change in a side signal; inactive means no such curve, though single readings can be large or run the other way; the % refers to the signal ratio; further: potency means the concentration at half of the fitted maximal effect; on the % scale 0 is the no-effect control and ±100 the full control effect
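MBNL1-His + Biotin-(CUG)12, cpd titration 92 nM–58 uM; Tb anti-His Ab 0.055 ng/ul, SA-XL665 5 nM (final); 60 min RT; ratiometric 665/545 nm, Ex 340 nm; normalized to buffer and full-complex controls.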
Mito fusion act – qHTS Assay for Small Molecule Inhibitors of Mitochondrial Division or Activators of Mitochondrial Fusion. S. cerevisiae fusion-defective mutant growth rescue, CellTiterGlo 48 h. Potency, µM (top dose mostly 46.1 µM), inactives show top-dose growth rescue (activation), actives largely listed as activators. 320,000 tested, 0.23% active;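 further: potency means the concentration at half of the fitted maximal effect; % of control where 0% means no effect; nearly all actives have a fitted effect of over 45% in size; temperature-sensitive fusion mutants such as fzo1-1 at 37 °C on non-fermentable ethanol glycerol medium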
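Read-out: ATP-based luminescence (CellTiterGlo, 10 min ambient) reporting growth of fusion-defective ts yeast after 48 hours at 37C on glycerol/ethanol YPEG medium in the presence of compound.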
FLuc counter – qHTS profiling assay for firefly luciferase inhibitor/activator using purifed enzyme and Km concentrations of substrates (counterscreen for miR-21 project); 360,000 tested, 6.9% active; purified FLuc, Km substrates, luminescence inhibition; AID 588342, 2011; Luciferin 4-monooxygenase (Photinus pyralis), P08659; Potency, µM (titrated, usually from 57.5 µM), for inactives: at the highest dose activity change, negative = inhibition, most hits filed as inhibitors;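 further: potency means the concentration at half of the fitted maximal effect; plate controls were vehicle for no effect and reference inhibitor for full effect; nearly all actives have a fitted effect of over 55% in size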
Target sequence (P08659 whole entry, looked up): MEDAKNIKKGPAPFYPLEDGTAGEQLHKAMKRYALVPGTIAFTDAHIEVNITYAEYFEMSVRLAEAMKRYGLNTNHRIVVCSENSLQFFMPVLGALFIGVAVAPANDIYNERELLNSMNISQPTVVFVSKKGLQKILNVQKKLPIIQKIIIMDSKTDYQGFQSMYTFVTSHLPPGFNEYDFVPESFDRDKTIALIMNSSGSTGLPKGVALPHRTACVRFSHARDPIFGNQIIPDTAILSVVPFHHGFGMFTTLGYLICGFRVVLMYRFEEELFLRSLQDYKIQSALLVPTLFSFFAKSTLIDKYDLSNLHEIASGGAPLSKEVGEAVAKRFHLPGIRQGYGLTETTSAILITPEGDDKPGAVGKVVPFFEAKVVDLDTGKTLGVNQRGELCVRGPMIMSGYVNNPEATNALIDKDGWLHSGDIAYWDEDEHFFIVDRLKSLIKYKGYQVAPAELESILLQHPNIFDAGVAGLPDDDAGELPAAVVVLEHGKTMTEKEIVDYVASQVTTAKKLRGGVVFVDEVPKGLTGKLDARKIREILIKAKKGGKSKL
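Purified P. pyralis luciferase, 10 nM final, with Km-level 10 uM D-luciferin and 10 uM ATP in 50 mM Tris acetate pH 7.5, 10 mM Mg acetate, 0.01% Tween-20, 0.05% BSA; 6-point qHTS titration about 60 µM downward; luminescence read.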
RORgamma inh – qHTS for inhibitors of ROR gamma transcriptional activity; Potency, µM (series often up to 53.6 µM), for inactives: top-dose activity change, negative = inhibition, most hits filed as inhibitors; 310,000 tested, 5.4% active; Nuclear receptor ROR-gamma (Mus musculus), P51450; Drosophila S2 Gal4-RORgamma UAS-luciferase reporter, 20 h; AID 2551, 2010; further: potency means the concentration at half of the fitted maximal effect; on the % scale 0 is the no-effect control and ±100 the full control effect; nearly all actives have a fitted effect of over 60% in size
Target sequence (P51450 whole entry, looked up, the tested form may be a part): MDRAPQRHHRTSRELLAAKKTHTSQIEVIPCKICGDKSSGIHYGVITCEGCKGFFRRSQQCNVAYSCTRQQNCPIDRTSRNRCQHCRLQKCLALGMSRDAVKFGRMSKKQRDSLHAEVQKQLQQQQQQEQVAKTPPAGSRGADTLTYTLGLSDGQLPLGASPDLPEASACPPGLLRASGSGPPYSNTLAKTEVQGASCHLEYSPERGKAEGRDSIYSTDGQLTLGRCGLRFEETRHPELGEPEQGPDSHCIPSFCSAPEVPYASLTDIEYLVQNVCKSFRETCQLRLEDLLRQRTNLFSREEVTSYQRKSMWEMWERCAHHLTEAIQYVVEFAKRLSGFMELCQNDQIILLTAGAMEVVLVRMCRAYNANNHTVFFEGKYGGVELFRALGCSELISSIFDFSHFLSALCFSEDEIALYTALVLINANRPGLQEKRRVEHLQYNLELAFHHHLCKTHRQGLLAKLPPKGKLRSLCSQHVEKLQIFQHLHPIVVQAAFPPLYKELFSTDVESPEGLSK
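Drosophila S2 cells stably expressing Gal4-DBD/mouse RORγ fusion under metallothionein promoter plus UAS-luciferase; compound 1 h, then 700 uM CuSO4 induction for 20 h at ambient temperature; inhibition read as reduced luminescence.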
ELG1 DNA repair – qHTS screen for small molecules that inhibit ELG1-dependent DNA repair in human embryonic kidney (HEK293T) cells expressing luciferase-tagged ELG1; 330,000 tested, 2.3% active; Potency, µM (top dose mostly 46.1 µM), for inactives: at the highest dose activity change, negative = inhibition, hits mostly inhibitors; HEK293T ELG1-luciferase reporter, luminescence, 16 h; DNA damage induced by 5-fluorouridine; further: potency means the concentration at half of the fitted maximal effect; on the % scale 0 is the no-effect control and ±100 the full control effect; nearly all actives have a fitted effect of over 55% in size
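HEK293T cells expressing luciferase-tagged ELG1 (2,000/well) received 5-Fluorouridine plus compound or DMSO for 16 hr at 37 °C. Luciferase was read by ONE-Glo luminescence after 30 min at room temperature.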
The depositor's hits bear a star; ? = inconclusive; / = no result given; [ ] = remark or other dose. Unless noted, the call rests on the fitted dose curve; in most records, active means well fitted curve in the direction sought with a large enough effect; inconclusive means small, poorly fitted or top-dose-only effect, or another doubt; inactive means no such curve, though single readings can be large; an effect the other way counts as inactive or inconclusive. A portion of the library; rates above refer to the full screens.

Structure,KCNH2 3.1 block,ELG1 DNA repair,PKM2 activator,RORgamma inh,NPC1 promoter act,Gal4-VP16 FLuc,Menin MLL FP TR,FLuc counter,Rab9 prom act,Mito fusion act,MBNL1 CUG block
CCN(CC)c1ccc(NC(=O)c2cccnc2)c(C)c1,11,-7%,1%,13%,0%,3%,-21%,-1%,3%,3%,-1%
CCN(CC)C(=O)CSc1nnc(-c2ccccc2)c(-c2ccccc2)n1,13,-2%,-1%,-4%,-2%,-1%,-7%,0%,-14%,-2%,?
NC1=NC[C@H](Cc2ccc(O)cc2)N1CC1CCCCC1,10,-3%,1%,-24%,-5%,3%,/,1%,-4%,-6%,4%
CCC(=O)NCCc1cc2ccc(C)c(C)c2[nH]c1=O,9,?,4%,20%,-3%,-1%,4%,-20%,2%,-1%,2%
O=c1cc(OCc2ccccc2)cc[nH]1,11,20%,/,/,-1%,/,/,2%,2%,1%,/
Cc1ccc(C(=O)N/C(=C/c2ccc(Cl)cc2)C(=O)N2CCOCC2)cc1,-9,?,/,8%,-5%,4%,?,-4%,4%,12%,0%
Cc1ccc(-c2nc(NCc3ccco3)c3ccccc3n2)cc1,-19,3%,9%,?,0%,?,?,?,-6%,10%,/
O=S(=O)(NC1CCCCC1)c1ccc(S(=O)(=O)N2CCN3CCCC3C2)cc1 (stereo unspecified),-2,-21%,0%,2%,2%,10%,-1%,3%,-6%,-4%,-7%
COc1ccc(CN(C(=O)c2snc(C(N)=O)c2N)C(C(=O)NC2CCCC2)c2cc(OC)ccc2OC)cc1 (stereo unspecified),-8,?,0%,34%,-1%,-3%,4%,0%,0%,-1%,12%
Cc1nc(N)sc1C(=O)N/N=C/c1ccc([N+](=O)[O-])cc1,11,-7%,-4%,9%,?,9%,/,-1%,0%,-1%,14%
Cc1sc2ncnc(N3CCC(C)CC3)c2c1C,5,?,-4%,?,-2%,-4%,-4%,-3%,-7%,13%,?
CCOC(=O)/C=C/c1ccc2oc3ccccc3c(=O)c2c1,-1,?,-2%,13%,3.5µM*,-10%,5%,2.4µM*,4µM*,-1%,9%
O=C(CSc1nnc(CNC(=O)c2ccccc2)o1)NCc1ccc2c(c1)OCO2,/,-6%,8%,-19%,6%,-7%,/,0%,4%,1%,-13%
Cc1ccc2cc(CN(Cc3ccco3)C(=S)NCC3CCCO3)c(=O)[nH]c2c1C (stereo unspecified),-82*,10µM*,8%,3%,-2%,-2%,-5%,-2%,-1%,11%,1%
O=C(c1ccc2ccccc2c1)C1CCCN(C(=O)c2cccnc2)C1 (stereo unspecified),/,-3%,-5%,5%,-6%,5%,/,3%,0%,3%,?
CCCCC1=NN(C(=O)c2cocc2C)C(O)(C(F)(F)F)C1 (stereo unspecified),-1,-12%,-1%,?,-6%,?,11%,4%,-5%,0%,?
O=C(OCc1ccccn1)c1ccc(COc2ccccc2Cl)o1,-19,0%,3%,25%,-4%,13%,-8%,?,1%,1%,9%
Fc1ccc(-c2nnc(CN3CCC(c4nc5ccccc5s4)CC3)o2)cc1,-22,?,1%,5%,-1%,-7%,2%,?,0%,?,1%
O=C(NCc1ccc(F)cc1)C(Cc1ccccc1)n1cccc1 (stereo unspecified),3,-5%,-3%,33%,0%,3%,/,0%,-2%,2%,-19%
CCCCN1CC(=O)N2[C@H]3c4cc(Br)ccc4OC[C@@H]3[C@H](C(=O)OCC)[C@]2(C)C1=O,0,-22%,/,/,-3%,/,/,4%,-7%,-5%,/
Cc1ccc(-c2ccc(CCC(=O)O)n2NC(=O)c2ccc([N+](=O)[O-])cc2)cc1,6,-2%,4%,-8%,1%,8%,?,-2%,2%,-4%,?
CCCc1cc(=O)n2nc(N3CCC(C(=O)N4CCN(c5cccc(OC)c5)CC4)CC3)sc2n1,-12,-20%,/,42%,-7%,-6%,/,-4%,-6%,0%,-5%
COc1cc2c(cc1OC)CN(CC(=O)NC(=O)NC(C)(C)C)CC2,-18,3%,-5%,9%,-2%,-3%,2%,1%,-1%,-2%,-16%
Cc1ccc(C)c(N(C(=O)c2csnn2)C(C(=O)NC2CCCC2)c2ccncc2)c1 (stereo unspecified),1,7%,/,-22%,0%,10%,0%,1%,0%,4%,2%
Cc1cc(N2CCCC(C(=O)Nc3cccc4ccccc34)C2)n2ncnc2n1 (stereo unspecified),2,?,-5%,26%,-4%,6%[10 µM],0%,-1%,-9%,?,22%

Carrying on.
Structure,KCNH2 3.1 block,ELG1 DNA repair,PKM2 activator,RORgamma inh,NPC1 promoter act,Gal4-VP16 FLuc,Menin MLL FP TR,FLuc counter,Rab9 prom act,Mito fusion act,MBNL1 CUG block
O=C(NCC1CCCCC1)C1(CC2CC(c3cccc(Br)c3)=NO2)CCNCC1 (stereo unspecified),2,?,-1%,25%,1%,-6%,-13%,2%,-3%,-2%,7%
CCOc1ccc(/C=C2\SC(=S)N(CC(=O)N(CCO)C(C)(C)C)C2=O)cc1,6,-17%,-3%,7.1µM*,0%,11µM*,-2%,12µM*,-2%,4%,11%
Clc1ccc(OCCn2ccnc2)c2ccccc12,-4,/,1%,?,/,-7%,2%,-2%,/,-10%,0%
O=C(Nc1ccc(S(=O)(=O)N2CCOCC2)cc1)c1cccs1,/,-29%,7%,30%,-1%,-17%,?,6%[2.3 µM],-2%,11%,1%
CCOC(=O)c1cccc(NC(=S)NC(=O)c2cccnc2)c1,-5,13%,3%[11.5 µM],13µM*,19%,?,-6%,-3%,-2%,-10%,-13%
COc1ccc(C[C@H]2CN3C(=NC[C@@H]3C)N2CCNC(=O)CCC2CCCCC2)cc1,-34,-4%,-1%,-24%,-4%,-6%,-22%,-9%,2%,-1%,2%
Cc1ccc(SCc2ccc(C(=O)Nc3cccnc3)cc2)cc1,-4,-7%,-1%,44%,13%,1%,-16%,4%,4%,5%,/
O=C1CC(c2cccc(O)c2)Oc2ccccc21 (stereo unspecified),-6,?,/,/,19%,/,/,?,14%,7%,/
Cc1ccc(C)c(NC(=O)CCN2CCN(CCO)CC2)c1,8,20%,0%,0%,-1%,2%,5%,-1%,4%,1%,2%
Cn1cc(C(=O)NCc2ccc(F)cc2)cn1,-10,-7%,2%,4%,-2%,-4%,18%,6%,-9%,2%,-3%
Cc1csc(=O)n1CCC(=O)OCc1nnc(-c2ccc([N+](=O)[O-])cc2)o1,-2,11%,/,/,0%,/,/,1%,11%,2%,/

Rewritten field by field: part of the list above.
> Cc1ccc(C(=O)N/C(=C/c2ccc(Cl)cc2)C(=O)N2CCOCC2)cc1
  KCNH2 3.1 block: -9
  ELG1 DNA repair: ?
  PKM2 activator: /
  RORgamma inh: 8%
  NPC1 promoter act: -5%
  Gal4-VP16 FLuc: 4%
  Menin MLL FP TR: ?
  FLuc counter: -4%
  Rab9 prom act: 4%
  Mito fusion act: 12%
  MBNL1 CUG block: 0%
> Cc1ccc(-c2nc(NCc3ccco3)c3ccccc3n2)cc1
  KCNH2 3.1 block: -19
  ELG1 DNA repair: 3%
  PKM2 activator: 9%
  RORgamma inh: ?
  NPC1 promoter act: 0%
  Gal4-VP16 FLuc: ?
  Menin MLL FP TR: ?
  FLuc counter: ?
  Rab9 prom act: -6%
  Mito fusion act: 10%
  MBNL1 CUG block: /
